Assay outcomes from PubChem BioAssay.
GLP1R ag: agonists of human GLP-1 receptor; Potency, µM (doses to about 45.6 µM), inactives show top-dose activation, usual class: activators; P43220; AID 624172; HEK293 GLP-1R CRE-luciferase, luminescence, 4-6 h; cells express a hypersensitive GLP-1R form; 380,000 compounds, 0.007% hits; note: potency is the fitted concentration of half-maximal effect; % of control where 0% means no effect
GLP1R inv ag: acts as inverse agonist at human GLP-1 receptor. P43220. AID 624417. 410,000 compounds, 1.6% hits. HEK293 GLP-1R CRE-luciferase, luminescence, 24 h; GLP-1R form is constitutively active. Potency, µM (doses to about 38.3 µM), without a hit: at the highest dose activity change, negative = inhibition, most hits filed as inhibitors; note: potency is the fitted concentration of half-maximal effect; % is set by controls: 0 for no effect and ±100 for the full control effect; nearly all actives have a fitted effect of over 55% in size
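HEK293 cells stably co-expressing constitutively active GLP-1R and a cAMP-responsive luciferase reporter were seeded in DMEM with 10% Nu serum, given compounds after 12 h, and incubated 24 h at 37 deg C. Luminescence was then read.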
EPAC1 antag: antagonists of human EPAC1; O95398; EPAC1 GEF assay, Rap1b-BODIPY-GDP exchange fluorescence; Potency, µM (series often up to 115 µM), without a hit: at the top dose activity change, negative = inhibition, actives largely listed as inhibitors; 360,000 compounds, 0.14% hits;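 note: potency is the fitted concentration of half-maximal effect; plate controls were vehicle for no effect and positive control for full effect; nearly all actives have a fitted effect of over 50% in size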
PI5P4Ka inh: blocks human PI5P4K alpha kinase activity; P48426; PI5P4Kalpha enzyme, ADP-Glo luminescence, 60 min; stronger effect = lower value; max response, %; 330,000 compounds, 1.2% hits; active = max response of -50% or lower; inconclusive = between -30% and -50%; inactive = -30% or higher; note: value at the top dose of about 77 µM; % is set by controls: 0 for no effect and ±100 for the full control effect
Target sequence (P48426 whole entry, looked up): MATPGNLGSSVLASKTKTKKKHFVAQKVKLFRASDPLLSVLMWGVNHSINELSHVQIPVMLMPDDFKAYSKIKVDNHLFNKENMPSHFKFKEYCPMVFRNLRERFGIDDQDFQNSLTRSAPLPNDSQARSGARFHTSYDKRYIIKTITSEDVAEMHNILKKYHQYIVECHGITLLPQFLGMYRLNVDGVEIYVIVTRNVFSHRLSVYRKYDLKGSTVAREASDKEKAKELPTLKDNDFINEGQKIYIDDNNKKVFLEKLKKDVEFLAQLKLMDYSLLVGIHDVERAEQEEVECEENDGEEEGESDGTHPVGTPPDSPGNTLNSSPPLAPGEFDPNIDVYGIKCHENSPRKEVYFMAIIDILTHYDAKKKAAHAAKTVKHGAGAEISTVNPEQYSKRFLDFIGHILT
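Controls without substrate or without enzyme flank wells where PI5P4Kalpha converts substrate using 5 microM ATP (final). Incubation lasts 60 minutes at room temperature; ADP formed is read by ADP-Glo luminescence.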
EPAC1 ag: agonists of human EPAC1; EPAC1 agonist qHTS, biochemical assay; response scale: 100% = response to 6.5 mM cAMP; Potency, µM (top dose mostly 154 µM), for inactives: at the top dose activation, actives largely listed as activators; 360,000 compounds, 0.073% hits; note: potency is the fitted concentration of half-maximal effect; nearly all actives have a fitted effect of over 60% in size
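Nucleotide exchange by EPAC1 (100 nM) on Rap1B–BODIPY-GDP (250 nM) in the presence of 50 uM GDP is tracked fluorescently at 480/540 nm over 30 min. Signals are normalized to a 6.5 mM cAMP control.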
PTHR1 agonist: activates the human parathyroid hormone receptor PTHR1; HEK293 GP2 PTHR1 cells, GloSensor cAMP luminescence, 1 h; Potency, µM (highest dose often 115 µM), without a hit: at the top dose activation, most hits filed as activators; 410,000 compounds, 0.075% hits; note: potency is the fitted concentration of half-maximal effect; nearly all actives have a fitted effect of over 55% in size; some results filed as inactive show a strong effect at the top dose; inactives centre near -15; many of its hits are not listed in these tables
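HEK-293-derived GP2 cells expressing PTHR1 and a GloSensor cAMP reporter, 3,000/well, plated overnight, given luciferin plus IBMX (each 0.5 mM as added) for 1 h at 37 °C, then compound for 1 h at 37 °C. Luminescence was read after 15 min at room temperature.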
IL-2 act: activators of IL-2 | IL-2 activation reporter assay, cell-based qHTS; stimulated with anti-CD3/CD4/CD28 beads; in transgenic mouse T cells | activation, % (series mostly up to about 46 µM) | 360,000 compounds, 0.065% hits; in the data active = activation above about 50%; inconclusive = mostly about 30% to 49%; note: 0% is about no effect
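EGFP and DsRed fluorescence is measured by plate cytometry in unstimulated transgenic mouse T cells exposed to compound for 60 minutes, then stimulated 18 hours at 37 degrees C with anti-CD3/anti-CD4 beads plus anti-CD28.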
PLK1 PBD inh: blocks phosphopeptide binding to human PLK1 polo-box domain | P53350 | Plk1 PBD binding of FITC phosphopeptide, fluorescence polarization | Potency, µM, for inactives: max response, negative = inhibition, actives largely listed as inhibitors | 360,000 compounds, 2.8% hits | AID 720504; note: potency is the fitted concentration of half-maximal effect; series mostly up to about 57 µM; % is set by controls: 0 for no effect and ±100 for the full control effect; nearly all actives have a fitted effect of over 65% in size
Target sequence (P53350 whole entry, looked up, the tested form may be a part): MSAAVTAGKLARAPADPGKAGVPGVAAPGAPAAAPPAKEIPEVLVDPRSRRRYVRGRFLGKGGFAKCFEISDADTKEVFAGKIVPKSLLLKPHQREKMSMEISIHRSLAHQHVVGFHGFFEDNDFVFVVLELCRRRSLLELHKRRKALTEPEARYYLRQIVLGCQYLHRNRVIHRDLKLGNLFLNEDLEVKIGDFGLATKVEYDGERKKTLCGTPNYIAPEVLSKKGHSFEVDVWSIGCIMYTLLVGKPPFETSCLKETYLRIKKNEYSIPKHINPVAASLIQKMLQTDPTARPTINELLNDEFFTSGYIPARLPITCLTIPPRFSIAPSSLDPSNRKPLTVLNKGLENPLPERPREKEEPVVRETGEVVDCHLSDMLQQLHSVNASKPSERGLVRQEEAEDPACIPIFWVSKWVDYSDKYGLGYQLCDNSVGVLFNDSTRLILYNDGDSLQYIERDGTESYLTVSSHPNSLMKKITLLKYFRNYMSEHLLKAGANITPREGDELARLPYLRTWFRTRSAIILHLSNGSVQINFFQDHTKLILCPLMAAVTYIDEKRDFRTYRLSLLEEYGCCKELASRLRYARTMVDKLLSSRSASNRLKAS
GLP1R cytotox: cytotoxic in the GLP-1 receptor inverse agonist counter-screen | HEK293 cAMP-luciferase reporter cells, luminescence, 24 h | Potency, µM (series often up to 38.3 µM), for the others: at the highest dose activity change, negative = inhibition, most hits filed as inhibitors | 410,000 compounds, 0.13% hits;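 note: loss of luciferase light is scored as toxicity; potency is the fitted concentration of half-maximal effect; % is set by controls: 0 for no effect and ±100 for the full control effect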
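Quantitative HTS format, 1536 wells, 200 cells/uL seeded. Compounds: 23 nL, 24 h, 37 °C. Detection: luciferase reagent, luminescence at 12 min RT; decreased signal taken as cytotoxic.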
Starred values were filed as active, the others as inactive; i = inactive; ? = inconclusive; / = not tested or not shown; [ ] = remark or other dose. Unless noted, calls come from the whole dose curve; as a rule, active = well fitted curve in the direction sought with a large enough effect; inconclusive = small, poorly fitted or top-dose-only effect, or another doubt; inactive = no such curve, though single readings can be large; an effect the other way counts as inactive or inconclusive.

item | SMILES | GLP1R ag | GLP1R inv ag | EPAC1 antag | PI5P4Ka inh | EPAC1 ag
1 | COc1c(C)cc(C(=O)C2CCCN(Cc3ccc(Oc4ncccn4)cc3)C2)cc1C (configuration not stated) | 8% | ? | -5% | -2 | -9%
2 | CCC(C)NC(=O)CSc1nnc(-c2ccncc2)n1-c1ccc(OC)cc1 (configuration not stated) | 1% | ? | 6% | -5 | 0%
3 | Cc1cccc(Oc2nccc(C(F)(F)F)c2C(=O)Nc2ccc(F)cc2F)c1 | 11% | -22% | ? | 5 | -9%
4 | Cc1csc(NC(=O)CSc2nnc(C)n2Cc2ccco2)n1 | -10% | 3% | 13% | -9 | 2%
5 | CCN(C[C@H]1N[C@@](CC)(C(=O)OC)[C@H]2C(=O)N(C)C(=O)[C@@H]12)S(=O)(=O)c1ccc(C)cc1 | -3% | 13% | 3% | 0 | -6%
6 | Cc1ccc(S(=O)(=O)/N=C2\C=C(Nc3cccc(C(=O)O)c3)C(=O)c3ccccc32)cc1 | -1% | 15% | -27% | -12 | -2%
7 | CCOc1ccc(N=C2NC(=O)CS2)cc1 | 2% | 7% | 8% | -7 | 11%
8 | Cc1ccc(N2CC(C(=O)N3CCC(c4nc5ccccc5[nH]4)CC3)CC2=O)cc1C (configuration not stated) | -1% | -5% | -13% | -10 | 0%
9 | COc1ccc(-c2csc(N(CC3CCCO3)C(=O)c3cccs3)n2)cc1 (configuration not stated) | 7% | -25% | 6% | 7 | 10%
10 | CC1CN(C(=O)CCC(=O)NCc2ccccn2)c2ccccc2O1 (configuration not stated) | 8% | 9% | -3% | 0 | -8%
11 | CCC1CCCCN1C(=O)c1cc(COc2ccc(-n3cncn3)cc2)on1 (configuration not stated) | 2% | 1% | 0% | -1 | 14%
12 | COC(=O)c1ccc(C(=O)OC)c(NC(=O)c2cnc3n(c2=O)CCS3)c1 | -15% | 4% | -14% | / | 21%
13 | COc1cccc(C(=O)NN=C2CCCC2)c1 | 0% | -11% | -16% | 0 | 0%
14 | O=S(=O)(Nc1cccc(-c2ccc(N3CCOCC3)nn2)c1)c1cc(C(F)(F)F)ccc1Cl | 6% | -12% | / | / | /
15 | CCCCC1=CC2=CC(=O)C(C)(OC(=O)CC)C(=O)C2=CO1 (configuration not stated) | -5% | 21% | -16% | -65* | -10%

item | PTHR1 agonist | IL-2 act | PLK1 PBD inh | GLP1R cytotox
1 | -10% | 0.7 | 3% | 4%
2 | i | 0.2 | 1% | 0%
3 | -7% | 2.6 | -1% | -13%
4 | i | -1.1 | -8% | 2%
5 | 4% | -0.1 | -6% | 2%
6 | -42%[inhibitor] | -3.5 | 60µM* | ?
7 | i | 0.9 | -14% | 12%
8 | i | -0.5 | 0% | -5%
9 | -5%[57.5 µM] | -3.4 | 2% | -2%
10 | i | 2.9 | -6% | -8%
11 | -27% | -1.3 | 2% | 1%
12 | -15%[57.5 µM] | -1.1 | -8% | 0%
13 | 4% | -3.3 | -13% | -13%
14 | -15% | / | / | -10%
15 | -13% | 0.9 | ? | ?

PI5P4Ka inh, hit marks shown above
#	mol	GLP1R ag	EPAC1 antag	PI5P4Ka inh	PTHR1 agonist	IL-2 act	PLK1 PBD inh
15	CCCCC1=CC2=CC(=O)C(C)(OC(=O)CC)C(=O)C2=CO1 (configuration not stated)	-5%	-16%	-65*	-13%	0.9	?

The list continues.
item | SMILES | GLP1R ag | GLP1R inv ag | EPAC1 antag | PI5P4Ka inh | EPAC1 ag
16 | COc1ccc(C(=O)Oc2cccc(Nc3ncnc4ccccc34)c2)cc1OC | -17% | 0% | -7% | -4 | 11%
17 | Clc1ccccc1Nc1nc(NCc2cccs2)nc2ccsc12 | 12% | 26% | 8% | -5 | -3%
18 | COCCCNC(=O)C1CCCCN1S(=O)(=O)c1ccc(F)cc1 (configuration not stated) | 1% | 11% | -15% | 2 | 2%
19 | O=C(Cc1c(F)cccc1Cl)OCC(=O)N1CCN(c2ccccc2)CC1 | 11% | ? | -5% | 2 | 3%
20 | Nc1c(C(=O)N/N=C/c2ccc(Cl)cc2)cnn1-c1ccccc1 | -11% | 8% | 6% | -1 | 5%
21 | CCOC(=O)C1CCN(C(=O)c2cn(C)c(=O)c3cc(OC)c(OC)cc23)CC1 | 2% | 43%[activator] | 12% | -2 | -6%
22 | N#Cc1ccccc1S(=O)(=O)N1CCN(S(=O)(=O)c2ccc(Br)c(C(=O)O)c2)CC1 | 1% | 14% | -6% | -8 | 9%
23 | NS(=O)(=O)c1ccc(N2N=C(c3ccccc3)CC2c2ccc(F)cc2)cc1 (configuration not stated) | 0% | 0% | 4% | -3 | 17%
24 | O=C(O)/C=C/C(=O)Nc1ccc(Cl)cc1C(=O)c1ccccc1 | 0% | 1% | -3% | -8 | 1%
25 | CCOC(=O)c1c(C)[nH]c(C(=O)OCCOc2ccc(Cl)cc2)c1C | 3% | -21% | -13% | 16 | 2%
26 | Cn1ccc(C(=O)Nc2cccnc2Cl)n1 | 2% | 30% | -18% | 5 | 12%
27 | CC(OC(=O)CSc1ccc([N+](=O)[O-])cc1)C(=O)NCc1ccccc1 (configuration not stated) | 3% | ? | -2% | ? | -5%
28 | Cc1onc(-c2ccccc2Cl)c1C(=O)OCC(=O)c1ccccc1 | -1% | ? | -17% | / | 13%
29 | Cc1cccc(OCCC(=O)Nc2ccccc2C(N)=O)c1 | 7% | 2% | -9% | 2 | -9%
30 | Cc1cccnc1NC(=O)C1c2ccccc2Oc2ccccc21 | -1% | -27% | -12% | 6 | 8%

item | PTHR1 agonist | IL-2 act | PLK1 PBD inh | GLP1R cytotox
16 | -43%[inhibitor] | -0.8 | -10% | -22%
17 | i | 0.2 | 1% | -1%
18 | i | -3.1 | -2% | 5%
19 | -48%[inhibitor] | 0.0 | -16% | -28%
20 | i | 0.6 | 0% | 4%
21 | i | -0.8 | -4% | -5%
22 | i | 0.1 | ? | 0%
23 | i | -4.0 | -5% | 62%[activator]
24 | -6% | -0.3 | -4% | -22%
25 | -39% | -0.7 | -5% | -24%
26 | i | -3.9 | -7% | -5%
27 | -2% | -1.0 | 4.7µM* | ?
28 | i | -1.5 | -1% | -7%
29 | -28% | -3.1 | -3% | 11%
30 | i | -2.8 | 0% | 5%

Single records (already shown). Order of screens: GLP1R ag	GLP1R inv ag	EPAC1 antag	PI5P4Ka inh	EPAC1 ag	PTHR1 agonist	IL-2 act	PLK1 PBD inh	GLP1R cytotox
O=C(Cc1c(F)cccc1Cl)OCC(=O)N1CCN(c2ccccc2)CC1 in the list: 11%	?	-5%	2	3%	-48%[inhibitor]	0.0	-16%	-28%
Cc1onc(-c2ccccc2Cl)c1C(=O)OCC(=O)c1ccccc1 in the list: -1%	?	-17%	/	13%	i	-1.5	-1%	-7%
Clc1ccccc1Nc1nc(NCc2cccs2)nc2ccsc12 in the list: 12%	26%	8%	-5	-3%	i	0.2	1%	-1%
NS(=O)(=O)c1ccc(N2N=C(c3ccccc3)CC2c2ccc(F)cc2)cc1 (configuration not stated) in the list: 0%	0%	4%	-3	17%	i	-4.0	-5%	62%[activator]

More structures.
item | SMILES | GLP1R ag | GLP1R inv ag | EPAC1 antag | PI5P4Ka inh | EPAC1 ag
31 | COC(=O)c1ccc(CNc2ccc(C(C)=O)cc2)cc1 | 11% | 15% | 6% | -1 | 3%
32 | Cn1c(CNC(=O)CNC(=O)Cc2ccccc2)cc(=O)n(C)c1=O | -1% | -9% | 17% | -5 | 6%
33 | C=CCn1c(Cc2cccs2)nnc1SCC(=O)Nc1ccc(OC)c(OC)c1 | 0% | -9% | -1% | / | 11%
34 | CN(C)S(=O)(=O)c1ccc(C(=O)NCC(=O)N/N=C/c2cccs2)cc1 | -2% | -7% | -25% | 8 | 3%
35 | COc1ccc(CN2C(=O)CCCc3ccccc32)cc1 | 6% | ? | -13% | 2 | -5%
36 | CCOc1ccc(CN2CCN(C(=O)c3cccc4ccccc34)CC2)cc1 | -7% | ? | -21% | -6 | 4%
37 | O=C(Cn1cnc2c(cnn2-c2ccc(F)cc2)c1=O)N1CCCc2ccccc21 | -7% | -2% | -2% | / | 8%
38 | CCOC(=O)C(Cc1ccccc1)NS(=O)(=O)c1ccc(NC(C)=O)cc1 (configuration not stated) | -4% | -9% | 13% | 0 | 0%
39 | COc1ccc(/C=N/n2nnnc2N)c(OC)c1 | 14% | 54%[activator] | -9% | 2 | 4%
40 | COc1ccc(-c2coc3cc(OC)ccc3c2=O)cc1 | 6% | 30% | 4% | 0 | -25%
41 | CCOC(=O)c1ccc(S(=O)(=O)NNc2ccc(C(F)(F)F)cn2)cc1 | -6% | ? | -10% | 0 | -7%
42 | OCCC1CN(Cc2nc3ccccc3s2)CCN1C1CCCC1 (configuration not stated) | -2% | -10% | -13% | -1 | -6%
43 | CCO[C@H]1OC(C(=O)NCc2ccccc2)=C[C@@H](C)[C@@H]1CCCO | -1% | 10% | 11% | -4 | -6%
44 | CCCn1c(C)cc(C(=O)CSc2nc3ccccc3c(=O)n2Cc2ccco2)c1C | 7% | 31%[activator] | 10% | 19 | 12%
45 | CCOC(=O)c1ccc(-n2ccnc2)c(NC(=O)c2ccc(C(C)(C)C)cc2)c1 | 2% | 1% | 14% | 5 | -2%

item | PTHR1 agonist | IL-2 act | PLK1 PBD inh | GLP1R cytotox
31 | -18% | 1.1 | -6% | -7%
32 | i | -2.4 | 0% | 3%
33 | i | -0.9 | 2% | -5%
34 | i | -3.1 | 0% | -31%
35 | -20% | 1.8 | -12% | -25%
36 | -38%[inhibitor] | -0.7 | -7% | 3%
37 | ? | -2.0 | -10% | -1%
38 | -25% | -1.0 | 4% | -13%
39 | i | -0.3 | 3% | 2%
40 | -39%[inhibitor] | 0.3 | 1% | 8%
41 | -12% | 0.1 | 2% | 2%
42 | ? | 0.6 | -11% | 4%
43 | -13% | -0.2 | 3% | 6%
44 | -37%[inhibitor] | 0.5 | -8% | -4%[1.53 µM]
45 | -19% | -0.2 | -4% | -11%

Some of the compounds tested; rates above refer to the full screens.
